Assay outcomes from PubChem BioAssay.
MITF inh: inhibitors of human MITF; O75030; AlphaScreen MITF homodimerization, bead proximity signal; inhibition, % at 2.6 µM; 0.91% of 650,000 active; AID 1259374; in the data active = inhibition above about 50%;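 note: 0% = vehicle wells with protein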
Target sequence (O75030 whole entry, looked up): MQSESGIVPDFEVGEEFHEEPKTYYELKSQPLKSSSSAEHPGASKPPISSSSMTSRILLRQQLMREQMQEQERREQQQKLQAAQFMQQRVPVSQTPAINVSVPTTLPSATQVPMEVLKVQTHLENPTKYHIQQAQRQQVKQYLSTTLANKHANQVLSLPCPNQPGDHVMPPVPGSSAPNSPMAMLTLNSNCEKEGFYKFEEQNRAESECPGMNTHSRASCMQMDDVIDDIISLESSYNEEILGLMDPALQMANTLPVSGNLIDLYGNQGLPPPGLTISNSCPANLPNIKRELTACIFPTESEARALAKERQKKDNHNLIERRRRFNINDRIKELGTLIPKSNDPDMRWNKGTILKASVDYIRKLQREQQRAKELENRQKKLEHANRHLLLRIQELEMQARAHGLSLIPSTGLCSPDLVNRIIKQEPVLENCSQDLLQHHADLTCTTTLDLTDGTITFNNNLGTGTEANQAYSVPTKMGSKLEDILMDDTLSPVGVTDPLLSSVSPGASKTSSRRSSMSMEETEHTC
TEAD-YAP block: TEAD-YAP interaction inhibition; HEK-TIYL cells, TEAD-Gal4/YAP UAS-luciferase luminescence; inhibition, % at 9.12 µM; 1.4% of 640,000 active; AID 1259422; in the data active = inhibition above about 32%;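 note: 0% = median of test compound wells and 100% = reference inhibitor wells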
GPR151 ag: human GPR151 activation; AID 1508602; PathHunter beta-arrestin GPR151 cells, luminescence; activation, % at 11.2 µM; 1% of 650,000 active; in the data active = activation above about 4.9%;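 note: 0% = median of compound wells and 100% = cells with positive control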
Target sequence (Q8TDV0 whole entry, looked up): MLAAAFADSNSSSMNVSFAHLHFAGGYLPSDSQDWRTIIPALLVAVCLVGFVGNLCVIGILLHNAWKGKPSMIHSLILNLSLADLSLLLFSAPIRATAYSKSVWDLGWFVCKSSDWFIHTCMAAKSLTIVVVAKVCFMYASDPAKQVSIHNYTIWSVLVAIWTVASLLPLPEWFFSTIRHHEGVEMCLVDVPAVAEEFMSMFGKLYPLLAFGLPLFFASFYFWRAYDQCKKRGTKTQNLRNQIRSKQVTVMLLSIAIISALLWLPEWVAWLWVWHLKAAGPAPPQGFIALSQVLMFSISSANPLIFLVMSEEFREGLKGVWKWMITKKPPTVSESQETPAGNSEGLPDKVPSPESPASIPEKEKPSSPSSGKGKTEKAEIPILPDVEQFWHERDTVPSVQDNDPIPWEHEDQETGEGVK
FBW7 act: activators of human E3 ligase FBW7. Q969H0. AlphaScreen FBW7–phospho-cyclin E peptide binding, activator screen. normalized activity (activation), % at 26.1 µM. 0.13% of 650,000 active. AID 1259310; in the data active = normalized activity above about 1.9%;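 note: purified mutant Fbw7 with reduced substrate affinity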
Active calls of the source: *.

SMILES	MITF inh	TEAD-YAP block	GPR151 ag	FBW7 act
CC(=O)c1c(C)[nH]c(C(=O)COc2ncnc3ccccc23)c1C	-5	-9	0.0	0.1
CC(C)NC(=O)CSc1nnc2n(CC(=O)N3C(C)CCCC3C)c3ccccc3n12 (stereo not drawn)	5	6	-0.3	0.1
COc1ccc(C(NC(=O)C(C)C)c2ccc3cccnc3c2O)cc1OC (stereo not drawn)	62*	90*	1.3	-1.6
CCc1nc(SCc2ccc(C)cc2)n[nH]1	12	-16	0.9	0.0
COc1ccc(-n2nc3c(c2NC(C)=O)CS(=O)C3)cc1 (stereo not drawn)	2	4	1.1	-0.1
CS(=O)(=O)NCc1nnc(SCc2ccccc2C(F)(F)F)o1	14	5	0.3	0.0
CCOc1cc(/C=N\NC(=O)CNC(=O)C(c2ccccc2)c2ccccc2)ccc1O	-2	20	0.5	-0.1
CCN(CC)c1ccc(/C=N/NC(=O)C2CC2c2ccccc2)c(O)c1 (stereo not drawn)	0	-9	1.0	0.0
O=C(NCCCO)C(=O)NCC(c1ccco1)N1CCN(c2ccccc2F)CC1 (stereo not drawn)	14	5	-0.3	0.9
O=C(NCCCN1CCCC1=O)c1ccc2nc(-c3csc4ccccc34)sc2c1	-9	-42	-2.2	0.6
N#Cc1c2c(c(NCCOCCO)n3c1nc1ccccc13)CCCC2	16	2	-1.4	0.5
O=[N+]([O-])c1cc(C(F)(F)F)ccc1NCCCCNS(=O)(=O)c1ccc(Cl)cc1	10	-14	1.2	-0.1
O=C(NCc1cccs1)c1cc2c(s1)CCCC2	12	-32	-1.4	0.9
CC(C(=O)Nc1cccc(Cl)c1)N(c1ccccc1)S(C)(=O)=O (stereo not drawn)	-6	-4	1.1	0.0
COc1ccc(CCN(C)C2CCCN(CCCn3cccn3)C2)cc1OC (stereo not drawn)	8	-8	0.7	0.3
Cc1cc(C)c(NC(=O)c2cncc(Br)c2)c(C)c1	11	1	-0.3	-0.1
COc1ccc2oc(=O)c(-c3csc(Nc4c(F)cccc4F)n3)cc2c1	4	-9	1.1	0.1
O=[N+]([O-])c1c(N(Cc2ccccc2)Cc2ccccc2)ccc2nonc12	8	-4	1.2	-0.1
CCc1ccc(NC(=O)c2ccc(F)c(S(=O)(=O)N(C)Cc3ccccc3)c2)cc1	14	18	-2.3	0.6
N#C/C(=C/c1ccc(N2CCOCC2)o1)C(=O)Nc1ccc(Cl)cc1	17	-53	1.6	0.8
CCc1ccc(S(=O)(=O)Nc2ccc(Cl)cn2)cc1	-1	4	0.3	-0.1
CN(CCc1ccccc1)C1CCCN(C(=O)c2ccc(N3CCCC3=O)cc2)C1 (stereo not drawn)	2	-9	-0.3	0.0
CCCCCC(C)NC(=S)NC(=O)c1cc(S(=O)(=O)N2CCOCC2)ccc1C (stereo not drawn)	-9	12	-0.8	-0.1
COc1ccc(-c2c(C)oc3cc(OCC(=O)OC(C)C)ccc3c2=O)cc1OC	10	2	0.5	-0.1
COc1ccc(C2=N/C(=C\c3ccc(OC)c(OC)c3OC)C(=O)O2)cc1	1	-4	1.4	-0.1
Continuation.
SMILES	MITF inh	TEAD-YAP block	GPR151 ag	FBW7 act
Cc1nn(CC(=O)OCC(=O)NCc2ccco2)c(C)c1[N+](=O)[O-]	-7	-2	-1.1	0.0
COc1ccc2[nH]c3c(=O)n(CCCCCC(=O)NCCNC(C)=O)c(=S)[nH]c3c2c1	14	5	0.9	0.0
COc1ccc2cc(/C(C)=N/Nc3cccc(C(=O)O)c3)ccc2c1	22	-44	1.2	-0.1
CSc1nc2sccn2c(=O)c1C(=O)NC1CCC(O)CC1 (stereo not drawn)	-5	3	6.8*	0.0
Cc1nonc1CN(C)C1CCC(=O)N(Cc2ccccc2)CC1 (stereo not drawn)	6	-4	1.2	-0.2
CC1CCN(S(=O)(=O)c2ccc(C(=O)NC34CC5CC(CC(C5)C3)C4)cc2)CC1	3	1	0.3	-0.2
COC(=O)c1ccc(OC(=O)CSCc2c(C)noc2C)cc1	-51	5	-0.9	0.1
CCC(=O)NNc1nc2c(C)cc(C)cc2s1	1	-10	0.4	0.2
O=[N+]([O-])c1cccc(C=NCCOCCOCCN=Cc2cccc([N+](=O)[O-])c2)c1	9	10	-1.4	0.0
O=C(N[C@H]1C[C@H]2C(=O)N[C@@H](CO)C(=O)N2C1)c1cccc(F)c1F	3	-1	0.3	0.9
N#Cc1c(=O)c2nc(N3CCOCC3)ncc2n2c(=O)c3ccccc3[nH]c12	-4	8	0.0	0.0
Nc1ccc(NS(=O)(=O)c2ccc(Cl)c(C(F)(F)F)c2)cc1[N+](=O)[O-]	15	-4	-0.3	0.0
O=C(Nc1ccccc1)Nc1nnc(SCc2ccc(F)cc2)s1	-18	-1	-0.3	0.0
COc1cc(NC(=O)COc2c(C)cccc2C)c(OC)cc1Br	-14	-11	1.5	0.1
O=C(CSc1nsc(SCC(=O)Nc2ccc(F)cc2)n1)Nc1ccc(F)cc1	12	-6	2.3	0.2
CN1C(=O)/C(=C\c2cccc(Br)c2)c2ccccc21	0	-12	1.1	-0.4
C=CCOC(=O)C1=C(C)N(C)C(=O)NC1c1ccc(Cl)cc1 (stereo not drawn)	-11	6	0.5	0.0
CCSc1nnc(NC(=O)c2cnc3sc(C)cn3c2=O)s1	-18	-6	0.0	0.1
CCOC(=O)c1sc2nc(SCC(=O)N3CCCC3)n(Cc3cccs3)c(=O)c2c1C	-16	0	-1.0	-0.1
CC(=O)Nc1cccc(NC(=O)C(CCS(C)(=O)=O)N2Cc3ccccc3C2=O)c1 (stereo not drawn)	15	2	0.6	0.0
Cc1ccc(C(C#N)N2CCOCC2)cc1 (stereo not drawn)	9	4	2.9	0.0
COc1ccc(CN2CC(C(=O)N3CC(C)CC(C)C3)CC2=O)cc1 (stereo not drawn)	2	-1	-2.5	0.7
CN(C)C(=O)CSc1nnc(Cc2ccccc2)n1C	-10	-4	-0.3	0.0
CC(=O)c1ccc(NC(=O)CSc2cc(C)[nH]c(=O)n2)cc1	-2	4	0.5	-0.3
COc1ccc(C(=O)N/N=C/c2ccc(O)cc2O)cc1OC	42	6	4.5	-0.2

Next section, starting with the last 7 of the part before.
SMILES	MITF inh	TEAD-YAP block	GPR151 ag	FBW7 act
CCOC(=O)c1sc2nc(SCC(=O)N3CCCC3)n(Cc3cccs3)c(=O)c2c1C	-16	0	-1.0	-0.1
CC(=O)Nc1cccc(NC(=O)C(CCS(C)(=O)=O)N2Cc3ccccc3C2=O)c1 (stereo not drawn)	15	2	0.6	0.0
Cc1ccc(C(C#N)N2CCOCC2)cc1 (stereo not drawn)	9	4	2.9	0.0
COc1ccc(CN2CC(C(=O)N3CC(C)CC(C)C3)CC2=O)cc1 (stereo not drawn)	2	-1	-2.5	0.7
CN(C)C(=O)CSc1nnc(Cc2ccccc2)n1C	-10	-4	-0.3	0.0
CC(=O)c1ccc(NC(=O)CSc2cc(C)[nH]c(=O)n2)cc1	-2	4	0.5	-0.3
COc1ccc(C(=O)N/N=C/c2ccc(O)cc2O)cc1OC	42	6	4.5	-0.2
CC(C)(C)SCCNC(=O)CN(c1ccc(Br)cc1)S(C)(=O)=O	10	2	-0.9	0.4
O=C(Nc1c2c(nn1-c1ccc([N+](=O)[O-])cc1)CS(=O)(=O)C2)C12CC3CC(CC(C3)C1)C2	23	1	-1.3	0.7
Nn1c(SCC(=O)Nc2ccc(F)c(F)c2F)nnc1C1CC1	6	1	0.1	-0.1
O=C(NCc1ccco1)/C(=C\c1ccco1)NC(=O)c1ccc(Br)cc1	1	2	1.0	0.5
O=C(CCBr)NC(=O)Oc1ccc(I)cc1	8	-1	-0.7	0.1
CCOC(=O)c1ccc(NC(=O)NC2CC3CCC(C2)N3C(=S)NC)cc1 (stereo not drawn)	16	-1	0.0	0.0
O=C(O)C1Nc2ccc([N+](=O)[O-])cc2C2C=CCC12 (stereo not drawn)	85*	2	-1.4	-0.3
Cc1c(Cl)cccc1N(CC(=O)Nc1ccccc1C(=O)O)S(C)(=O)=O	-8	0	1.2	-0.1
N#Cc1ccc(S(=O)(=O)Nc2nccnc2-c2ccc(CO)cc2)cc1	12	-5	0.3	0.1
Cc1ccc(CN2CCN3C(=O)[C@H]([C@@H](C)OCc4ccccc4)NC(=O)[C@H]3C2)c(C)c1	5	8	0.0	-0.1
COc1ccc(NC(=O)c2ccc(NC3=NC4CS(=O)(=O)CC4S3)cc2)cc1OC (stereo not drawn)	-1	-3	-0.4	-0.2
COc1ccc(CNC(=S)N/N=C/c2ccc(OC)c(OC)c2)cc1	12	-5	-0.3	0.2
O=C(O)c1ccc(Cl)c(S(=O)(=O)Nc2ccc(I)cc2)c1	15	-1	-3.2	0.1
CC(=O)Cn1c(=O)c2c(nc3n2CC(C)CN3c2ccc(Br)cc2)n(C)c1=O (stereo not drawn)	-9	1	-0.3	-0.1
O=C1CCCN1CCCNc1nc(N2CCC(N3CCOCC3)CC2)nc2c1ncn2Cc1ccc(C(F)(F)F)cc1	7	-6	-2.3	0.1
COc1ccc(C2CC(=O)C3=C(C2)Nc2ccccc2NC3c2ccc(F)cc2)cc1OC (stereo not drawn)	-3	9	-1.6	-0.1
CC(=O)Nc1ccc(S(=O)(=O)N2CCN(c3ccc(F)cc3)CC2)cc1	-3	2	0.7	0.1
Cc1c(Cl)cccc1NC(=O)C1C2c3ccccc3C(c3ccccc32)C1C (stereo not drawn)	-12	6	-1.0	0.0
CCCCN(C)c1ncnc2c1c(-c1ccccc1)cn2-c1ccccc1	5	7	1.6	0.7
O=C(/C=C/c1ccco1)NCc1cccc(Oc2ccc(F)cc2)c1	3	-7	0.7	-0.1
COc1ccc(Nc2nc(-c3ccccc3)nc3ccccc23)cc1	3	8	3.2	0.1
Cc1nc2ccccc2c(=O)n1-c1ccc(F)c(NS(=O)(=O)c2ccc(Cl)cc2)c1	3	0	-1.0	-0.2
Cc1cc2nc(Nc3nc4ccccc4c(=O)[nH]3)nc(C)c2cc1C	5	11	0.3	0.1
COc1ccc(N2C(=O)CCC(C(=O)NCc3cccnc3)C2c2ccc(F)cc2)cc1 (stereo not drawn)	9	1	0.5	0.0
Cc1cc(N(CC(=O)Nc2cccnc2)S(C)(=O)=O)ccc1Br	7	7	3.1	0.0

Part of the list above in order of number of heavy atoms, low to high.
SMILES	MITF inh	TEAD-YAP block	GPR151 ag	FBW7 act
O=C(CCBr)NC(=O)Oc1ccc(I)cc1	8	-1	-0.7	0.1
CC(C)(C)SCCNC(=O)CN(c1ccc(Br)cc1)S(C)(=O)=O	10	2	-0.9	0.4
Cc1cc2nc(Nc3nc4ccccc4c(=O)[nH]3)nc(C)c2cc1C	5	11	0.3	0.1

The results go on.
SMILES	MITF inh	TEAD-YAP block	GPR151 ag	FBW7 act
COc1ccc(/C=C(/NC(=O)c2ccco2)C(=O)NC(C)C(=O)O)cc1 (stereo not drawn)	-14	6	0.1	-0.1
Nc1nc(Cn2nnc(-c3ccccc3F)n2)nc(N2CCOCC2)n1	6	-14	0.3	0.0
CCOC(=O)c1ccc2c(c1)nc(C)n2CC	-2	-25	-1.1	0.2
Cc1nc2ccccc2c(=O)n1NC(=O)CN1C(=O)C2CC=CCC2C1=O (stereo not drawn)	-9	-1	-0.7	0.0
Cc1ccccc1C(=O)Nc1cccc(NC(=O)c2ccc(Cl)c([N+](=O)[O-])c2)c1	4	1	0.3	-0.2
CC(C)CCN(C)C1CCN(C(=O)Nc2ccccc2)CC1	-12	-3	1.7	-0.2
N#Cc1ccc(NC(=O)CSc2nnc(-c3ccccc3N)c(=O)[nH]2)cc1	-3	13	2.7	0.2
COc1ccc2[nH]c(C)c(C(=O)CN(C)C)c2c1	-2	5	0.3	0.3
Cc1nc(-c2cncc(-c3ccc(OC(F)(F)F)cc3)c2)cc(N2CCC(O)CC2)n1	-3	9	-0.1	0.3
O=C(Nn1cnnc1)c1cc(-c2cccnc2)nc2ccc(Cl)cc12	7	5	-0.9	-0.1
CNS(=O)(=O)c1ccc2nc(NS(=O)(=O)c3ccc(F)cc3)sc2c1	6	1	-1.5	-0.1
COc1ccc(NS(=O)(=O)c2ccc(-n3nnc4ccccc43)c([N+](=O)[O-])c2)cc1	2	2	-2.0	-0.2
CC(C)N(CCNC(=O)c1csc(Nc2ccc3ncccc3c2)n1)C(C)C	6	1	-1.7	-0.1
CCCc1cc2c(=O)c(-c3ccc4c(c3)OCCCO4)coc2cc1OC	-3	-12	0.2	0.0
CCOC(=O)C1CCC(CN(Cc2ccc(OC)cc2)S(=O)(=O)c2ccc([N+](=O)[O-])cc2)CC1 (stereo not drawn)	-6	7	-1.7	-0.1
COc1cc2nc(NCc3cccnc3)nc(NCCOc3ccccc3)c2cc1OC	5	-17	1.5	-0.1
CC1(C(=O)NC(=S)N(CCC#N)Cc2cccnc2)CC1(Cl)Cl (stereo not drawn)	6	0	0.7	0.0
O=[N+]([O-])c1nc(-c2ccc(Br)cc2)n[nH]1	-3	-1	0.0	-0.2
C=CCN1C(=O)/C(=C\c2ccccc2Cl)C(C(=O)OC)=C1C	16	-7	0.6	-0.1
CCOc1ccc(-n2c(N)c(C(=O)Nc3ccccc3C)sc2=S)cc1	13	7	-0.3	0.1
Cc1ccc(C(=O)COC(=O)CCC(=O)Nc2ccccc2Cl)cc1C	-6	-11	-0.4	0.0
O=C(Cc1ccccc1)NCc1nnc2n1CCN(C/C=C/c1ccccc1)CC2	12	3	0.7	0.2
COc1ccc2c3c(cccc13)C(=O)N(O)C2=O	-17	12	1.2	0.6

Some values from the list:
Under MITF inh, CNS(=O)(=O)c1ccc2nc(NS(=O)(=O)c3ccc(F)cc3)sc2c1 is listed with 6
Under TEAD-YAP block, CCCc1cc2c(=O)c(-c3ccc4c(c3)OCCCO4)coc2cc1OC is listed with -12
Under FBW7 act, Cc1nc2ccccc2c(=O)n1NC(=O)CN1C(=O)C2CC=CCC2C1=O (stereo not drawn) is listed with 0.0
